ABCG2 block = human ABCG2 inhibition, ABCB1 as counter-screen | inhibition, % at 6.6 µM | hit rate 0.1% among 190,000 | Q9UNQ0 | IgMXP3 cells, JC-1 efflux, flow cytometry | AID 1325;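 active = inhibition above 80%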;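 note: 0% = DMSO and 100% = nicardipine control wells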
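test system = two drug-resistant human cell lines, ABCG2 and ABCB1 | amount = 3 million cells/mL final, two lines in 1:1 ratio | reagent = JC-1 transporter substrate | doses = one concentration, 6.6 µM final | incubation = 10 min at 25 °C | signal = flow cytometric JC-1 green MFI at 530 nm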
Rac1 wt modul = modulators of human Rac1 wildtype GTP binding | hit rate 0.27% among 190,000 | P63000 | AID 757 | GTP binding activity (% of control), % at 10 µM | GST-Rac1 beads, fluorescent GTP binding, flow cytometry; actives lie on both sides; 0 = cold GTP competed, 100 = untreated;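 active = GTP binding activity at least 20 points away from the 100% control level, either lower or higher; inconclusive = compound flagged as likely green fluorescent, judged across all proteins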
Rab7 wt GTP bind = alters GTP binding to wildtype dog Rab7; GST-Rab7 beads, fluorescent GTP binding, flow cytometry; actives lie on both sides; untreated = 100%, excess cold GTP = 0%; GTP binding activity (percent of control), % at 10 µM; hit rate 0.055% among 190,000;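 active = fluorescent GTP binding to Rab7 beads changed by at least 20 points from the 100% baseline, either direction, mostly lower; inconclusive = compound itself probably fluorescent, or too few beads counted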;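 note: median green fluorescence of bound Bodipy-FL-GTP per Rab7 bead population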
Mcl1 Noxa PPI = Mcl-1/Noxa interaction inhibition; TR-FRET Mcl-1/Noxa peptide binding, 2 h; inhibition, % at 21.7 µM; hit rate 1.5% among 220,000; AID 1022;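 active = compounds that cut the protein-peptide binding signal by more than 50% relative to plate controls in a single-dose test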;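 note: His-tagged Mcl-1 with rhodamine Noxa BH3 peptide and terbium anti-His antibody; 0% = Mcl-1 plus Noxa peptide wells and 100% = peptide-only wells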
Target sequence (Q07820 whole entry, looked up): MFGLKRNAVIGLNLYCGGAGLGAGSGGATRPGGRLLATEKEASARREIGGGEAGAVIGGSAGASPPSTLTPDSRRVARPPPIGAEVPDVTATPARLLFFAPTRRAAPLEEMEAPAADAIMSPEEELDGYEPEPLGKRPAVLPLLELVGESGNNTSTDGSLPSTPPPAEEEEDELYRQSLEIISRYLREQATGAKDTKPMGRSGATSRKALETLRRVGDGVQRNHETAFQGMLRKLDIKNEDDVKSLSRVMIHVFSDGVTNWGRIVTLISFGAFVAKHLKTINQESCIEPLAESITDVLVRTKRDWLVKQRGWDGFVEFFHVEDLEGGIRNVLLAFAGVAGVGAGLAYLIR
Rab2 wt GTP = changes GTP binding to wildtype dog Rab2A, up or down; P61105; GST-Rab2 wt beads, Bodipy-GTP binding, flow cytometry; GTP binding activity, % at 10 µM; hit rate 0.19% among 190,000; AID 760;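 active = GTP binding activity at least 20 points away from 100%, either lowered or raised; inconclusive = signal likely due to the compound's own green fluorescence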;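 note: 0% = beads with excess unlabeled GTP and 100% = no-compound control corrected for plate trend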
Avidin fluor = compound fluoresces at 488/530 nm on avidin beads; compound fluorescence 488/530 nm, flow cytometry; active compounds read high; fluorescence (KMESF) at 10 µM; hit rate 0.38% among 220,000; AID 1775; in the data active = fluorescence above about 47; note: inactives centre near 10
HRas wt GTP bind = modulators of GTP binding to human HRas wildtype; GST-Ras wt beads, Bodipy-FL-GTP binding, flow cytometry; actives lie on both sides; hit rate 0.14% among 190,000; GTP binding activity, % at 10 µM; P01112;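 active = GTP binding activity at least 20% away from the 100% baseline, either lowered as inhibitor or raised as activator; inconclusive = flagged as likely green fluorescent, judged across all proteins in the well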;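 note: 0% = unlabeled GTP competition control and 100% = no-compound control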
Target sequence (P01112 whole entry, looked up): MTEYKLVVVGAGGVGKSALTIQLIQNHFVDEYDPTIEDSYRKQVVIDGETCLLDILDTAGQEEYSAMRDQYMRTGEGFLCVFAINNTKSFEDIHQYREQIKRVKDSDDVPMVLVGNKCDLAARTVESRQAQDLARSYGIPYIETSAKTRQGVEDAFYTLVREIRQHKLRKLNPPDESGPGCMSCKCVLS
Pf gametocyte = kills late stage P. falciparum gametocytes. P. falciparum stage V gametocytes, ATP luminescence, 24 h. inhibition, % at 10.9 µM. hit rate 0.065% among 150,000. AID 743093;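 active = inhibition above the mean plus 3 SD of compounds within the control limits, set per campaign, cut at about 38% in these data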;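 note: 0% = DMSO wells and 100% = medium only without gametocytes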
Rac1 mut GTP = human Rac1 activated mutant GTP binding change; hit rate 0.11% among 190,000; AID 764; GST-Rac1 activated beads, fluorescent GTP binding, flow cytometry; actives lie on both sides; 100% means binding = to untreated wells; percent activity (GTP binding), % at 10 µM;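 active = GTP binding at least 20 percentage points away from the 100% baseline, in either direction, so actives lie on both sides; inconclusive = Compound likely fluorescent itself, or too few beads counted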
ABCB1 inh = inhibitors of human ABCB1 transporter, ABCG2 counter-screen. hit rate 0.067% among 190,000. inhibition, % at 6.6 µM. AID 1326. CCRF-Adr cells, JC-1 efflux, flow cytometry. P08183; in the data active = inhibition above about 40%;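 note: 0% = vehicle and 100% = reference inhibitor; higher value means more JC-1 retained so stronger ABCB1 efflux block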
Cdc42 wt = modulators (inhibitors or activators) of GTP binding to human Cdc42 wildtype | P60953 | GST-Cdc42 beads, Bodipy-GTP binding, flow cytometry; actives lie on both sides | percent activity (GTP binding), % at 10 µM | hit rate 0.2% among 190,000;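 active = percent activity GTP binding at least 20 points away from the 100% baseline, either down as inhibitor or up as activator; inconclusive = compound flagged as likely green fluorescent from well-wide comparison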;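 note: median bead fluorescence of bound Bodipy-FL-GTP at 100 nM; 0% = excess unlabeled GTP control and 100% = no compound control; below 100% means less GTP binding so inhibitor and above means activator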
Target sequence (P60953 whole entry, looked up): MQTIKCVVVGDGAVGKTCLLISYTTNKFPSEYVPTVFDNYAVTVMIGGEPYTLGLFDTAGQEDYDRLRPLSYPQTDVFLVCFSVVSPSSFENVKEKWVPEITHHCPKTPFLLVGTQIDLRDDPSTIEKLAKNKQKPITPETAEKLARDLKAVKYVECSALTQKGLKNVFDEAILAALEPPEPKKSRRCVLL
Active calls of the source: *; ? = inconclusive; · = no result given. Rows are unselected; 2.3% or so of the library scored in one or more.

SMILES | ABCG2 block | Rac1 wt modul | Rab7 wt GTP bind | Mcl1 Noxa PPI | Rab2 wt GTP | Avidin fluor | HRas wt GTP bind | Pf gametocyte | Rac1 mut GTP | ABCB1 inh | Cdc42 wt
O=C(C(Sc1ccccc1)c1ccc(Br)cc1)N1CCOCC1 (stereo unspecified) | 10 | 100 | 100 | 3 | 98 | 6 | 99 | · | 98 | 1.1 | 103
Cc1ccc(NC(=S)NC2CCCCC2)cc1S(=O)(=O)N(C)C | 15 | 94 | 102 | 6 | 97 | 6 | 95 | -16 | 94 | 0.2 | 97
CCn1c(C)cc(=S)c2ccccc21 | 0 | 101 | 97 | 15 | 97 | 3 | 96 | · | 97 | 0.1 | 96
O=C1OC2(CCCCC2)OC(=O)C1=CNc1ccc2c(c1)OCO2 | 1 | 99 | 98 | 32 | 99 | 15 | 98 | 13 | 96 | 0.1 | 99
CC[C@H](C)[C@@H]1NC(=O)c2cc([N+](=O)[O-])cc(I)c2SC[C@@H](C(N)=O)NC(=O)[C@H](CCCCN)NC1=O | 6 | 104 | 97 | 18 | 100 | 11 | 100 | 0 | 98 | 1.2 | 102
C=CCn1c(SCCCc2ccccc2)nc2c1c(=O)[nH]c(=O)n2C | 1 | 107 | 101 | 20 | 100 | 8 | 104 | · | 99 | -1.8 | 103
OCC1(Cc2ccccc2)CCN(CCCC2CCCC2)CC1 | 1 | 100 | 96 | 8 | 97 | 9 | 97 | 7 | 94 | 0.4 | 98
COc1ccc(CCNC(=O)c2ccc(CNS(=O)(=O)c3cccc(Cl)c3)cc2)cc1OC | 35 | 98 | 101 | 12 | 97 | 10 | 98 | 14 | 96 | 0.7 | 95
COCCNC(=O)c1ccc(CS(=O)(=O)c2c(Cl)cccc2Cl)o1 | 1 | 102 | 99 | -3 | 97 | 22 | 99 | · | 94 | 0.1 | 102
NC(=O)Cn1nnc(-c2ccccc2NC(=O)c2cnccn2)n1 | 1 | 103 | 96 | 0 | 97 | 7 | 99 | -1 | 99 | 0.0 | 103
O=C(NC(c1ccccc1)c1c(O)ccc2ccccc12)c1ccccc1Cl (stereo unspecified) | 2 | 107 | 102 | -6 | 103 | 11 | 104 | · | 100 | 0.4 | 105
CCOC(=O)CSc1nc2cccnc2n1-c1ccc(F)cc1 | 5 | 105 | 105 | -1 | 104 | 10 | 104 | · | 98 | 0.7 | 102
C=CCOc1cccc(C2C(C(=O)c3ccc(C)o3)=C(O)C(=O)N2c2nccs2)c1 (stereo unspecified) | 1 | 94 | 93 | 7 | 96 | 9 | 96 | · | 93 | 0.3 | 94
O=C(c1cccc2ccccc12)N1CCN(c2ccccc2F)CC1 | 10 | ? | ? | -2 | ? | 11 | ? | · | ? | 1.3 | ?
O=C(CSc1nnc(SCC(=O)c2ccco2)s1)c1ccco1 | 1 | 110 | 106 | 31 | 105 | 36 | 107 | 5 | 103 | 0.1 | 108

Some values from the results shown:
ABCB1 inh, O=C(NC(c1ccccc1)c1c(O)ccc2ccccc12)c1ccccc1Cl (stereo unspecified) = 0.4
Rac1 mut GTP, O=C(C(Sc1ccccc1)c1ccc(Br)cc1)N1CCOCC1 (stereo unspecified) = 98

(further entries)
SMILES | ABCG2 block | Rac1 wt modul | Rab7 wt GTP bind | Mcl1 Noxa PPI | Rab2 wt GTP | Avidin fluor | HRas wt GTP bind | Pf gametocyte | Rac1 mut GTP | ABCB1 inh | Cdc42 wt
O=S(=O)(c1cccs1)N1CCN(S(=O)(=O)c2cccs2)CC1 | 0 | 98 | 104 | 7 | 99 | 12 | 99 | -13 | 99 | 0.1 | 98
O=C(CCN1C(=O)c2ccc([N+](=O)[O-])cc2C1=O)Nc1ccc(O)cc1C(=O)O | 10 | 96 | 103 | 8 | 96 | 16 | 97 | -24 | 95 | 0.7 | 98
Cn1c(=O)[nH]c(=O)c2c1nc1n2CCCN1CCc1ccccc1 | 7 | 102 | 94 | -10 | 97 | 9 | 95 | 12 | 99 | 0.9 | 96
COC(=O)c1cnn2c(C(F)(F)F)cc(-c3ccc(F)cc3)nc12 | 1 | 106 | 100 | 24 | 105 | 21 | 106 | -18 | 103 | 0.3 | 107
COc1ccc(C(=O)NC(=S)Nc2cccc(S(=O)(=O)N3CCOCC3)c2)cc1 | 0 | 116 | 107 | -5 | 102 | 11 | 104 | -19 | 102 | 0.3 | 103
CCOC(=O)C1(CCc2ccccc2)CCN(Cc2c(O)cccc2OC)CC1 | 0 | 96 | 101 | 11 | 98 | 13 | 98 | · | 97 | 0.9 | 96
CCN(CCNC(=O)c1ccc(CSc2nc3ccncc3[nH]2)cc1)c1ccccc1 | 24 | 105 | 104 | 18 | 101 | 7 | 100 | · | 100 | 1.0 | 102
CCOC(=O)c1c(O)c2c(n(Cc3ccco3)c1=O)CCCC2 | 3 | 97 | 100 | -6 | 100 | 13 | 102 | · | 97 | 0.8 | 98
O=C1NCCN1c1ccc(CN2CCN(C3CCCCC3)C(CCO)C2)cc1 (stereo unspecified) | -2 | 96 | 95 | -9 | 99 | 7 | 100 | 9 | 95 | 0.0 | 99
O=S(=O)(c1ccccc1)N1CCC(O)(CSc2ccccc2)CC1 | 0 | 93 | 92 | 17 | 97 | 8 | 95 | · | 96 | -0.1 | 99
Cc1c(/C=C/C(=O)c2cccs2)cnn1C | 3 | 104 | 99 | -6 | 100 | 13 | 102 | · | 99 | 1.4 | 103
O=[N+]([O-])c1ccc(-c2ccn[nH]2)o1 | 6 | 105 | 99 | 6 | 99 | 2 | 100 | -23 | 103 | 0.7 | 102
CCOc1ccc(OCC)c(S(=O)(=O)NCc2ccccn2)c1 | 9 | 99 | 97 | 2 | 98 | 8 | 96 | 27 | 97 | 0.5 | 97
COc1cccc(CNC(=O)C2CCN(S(=O)(=O)c3cccs3)CC2)c1 | 0 | ? | ? | -17 | ? | 10 | ? | -1 | ? | 0.1 | ?
CCc1ccc(C(=O)COC(=O)CNC(=O)c2ccco2)cc1 | 1 | 102 | 101 | -9 | 99 | 34 | 100 | · | 98 | 0.3 | 102
O=C(O)c1cc(NCc2ccccc2C(F)(F)F)ccc1N1CCOCC1 | 0 | 96 | 97 | -15 | 98 | 52* | 97 | 13 | 97 | -0.2 | 98
COc1ccc(/C=C/C(=O)Nc2cccnc2)cc1OC | 3 | 98 | 103 | -3 | 98 | 8 | 95 | -22 | 93 | 0.1 | 97
Cc1ccc2cc(/C=N/NC(=O)[C@H](C)NC(=O)OC(C)(C)C)c(Cl)nc2c1 | 0 | 102 | 95 | 19 | 98 | 13 | 98 | -8 | 99 | 0.5 | 102
C/C=C/COC(=O)c1[nH]c2c(c1C)C(=O)CC(c1ccco1)C2 (stereo unspecified) | -2 | 101 | 99 | 42 | 98 | 7 | 101 | · | 98 | -2.5 | 99
Cc1cc(N2CCOCC2)nc(-c2ccc(Br)cc2)n1 | 40 | 103 | 101 | 13 | 100 | 7 | 100 | · | 96 | 0.3 | 99
COc1ccc(CNC(=O)C2CSC(=O)C2)cc1 (stereo unspecified) | 0 | 107 | 97 | -25 | 98 | 23 | 98 | · | 100 | -0.1 | 100
CCOC(=O)c1ccc(NC2=CC(=O)C(=O)c3ccccc32)cc1 | 1 | 97 | 96 | 5 | 96 | 2 | 97 | · | 98 | -0.1 | 98
C/C(=N\NC(=S)NCc1ccccc1)c1ccc(C)o1 | 11 | 97 | 94 | 17 | 94 | 9 | 96 | -13 | 93 | 0.4 | 94
COc1ccc(-n2nnc3c(=O)n(CC(=O)N4CCCC4)cnc32)cc1 | 10 | 102 | 99 | 9 | 102 | 13 | 99 | · | 99 | -2.3 | 103
COc1ccc(OCC(O)CN2CCN(c3ncccn3)CC2)cc1 (stereo unspecified) | -2 | 109 | 105 | 0 | 99 | 1 | 102 | 13 | 102 | -0.3 | 101
O=C1CN(C(=O)c2ccco2)C(c2ccccc2)c2cc(Cl)ccc2N1 (stereo unspecified) | 19 | 100 | 99 | 16 | 100 | 23 | 101 | 3 | 98 | 4.0 | 99
CC(C)Cn1c(N)c(C=O)c(=O)n(C)c1=O | 1 | 98 | 102 | -1 | 97 | 21 | 96 | 2 | 95 | 0.3 | 96
Cn1c(COc2ccccc2)nnc1SCCSc1nnc(COc2ccccc2)n1C | 1 | 91 | 91 | · | 92 | 9 | 93 | · | 94 | 0.5 | 94
CN(C)c1ccc(NC(=O)Cn2c(=O)n(Cc3ccccc3)c(=O)c3ccccc32)cc1 | 1 | 108 | 102 | 26 | 103 | 10 | 104 | -24 | 104 | 0.3 | 105
CC(C)/C=N/NC(=O)c1cccc(N2CCCC2=O)c1 | -1 | 104 | 95 | 19 | 100 | 16 | 99 | 13 | 101 | 0.2 | 101
O=C(O)c1cn(-c2ccccc2)c(=O)c2ccccc12 | 14 | 105 | 102 | 12 | 100 | 15 | 100 | · | 98 | 0.7 | 100
NS(=O)(=O)c1cccc(NS(=O)(=O)c2ccc(/C=C/C(=O)OCC(=O)c3ccc(Br)cc3)cc2)c1 | -14 | 85 | 93 | 3 | 89 | 9 | 87 | 9 | 84 | -3.2 | 85
O=C(Nc1nccs1)c1ccc(Cl)c(S(=O)(=O)N2CCOCC2)c1 | 5 | 99 | 98 | -3 | 97 | 10 | 99 | · | 101 | 0.9 | 98
CC1(C)Cc2c(sc3nc(-c4cc5ccccc5o4)n(N)c(=O)c23)CO1 | 7 | ? | ? | -7 | ? | 15 | ? | 0 | ? | 1.2 | ?
O=C(NCCCN1CCOCC1)c1sc2ccccc2c1Cl | 0 | 102 | 99 | -8 | 100 | 11 | 100 | -11 | 99 | 0.1 | 101
Cc1cc(C)nc(/N=C2\NC(=O)CC(C(=O)O)N2c2ccc(F)c(Cl)c2)n1 (stereo unspecified) | 0 | 99 | 95 | 8 | 96 | 11 | 95 | · | 94 | 0.4 | 95
Cc1nn(CC(=O)NCC2CCCO2)c(C)c1[N+](=O)[O-] (stereo unspecified) | 3 | 99 | 96 | 7 | 93 | 6 | 95 | · | 99 | 0.6 | 94
COc1ccc(CNC(=O)CCn2c(=O)[nH]c3ccccc3c2=O)cc1 | 1 | 100 | 92 | 13 | 97 | 27 | 95 | -8 | 96 | 0.1 | 97
COc1ccc(-c2nc(NC(=O)C3CCN(c4nc5ccccc5o4)CC3)sc2C)cc1 | 40 | 100 | 96 | -6 | 99 | 12 | 100 | -13 | 100 | 2.3 | 102
CCOC(=O)COc1ccc2c3c(c(=O)oc2c1C)CCC3 | 13 | 100 | 99 | -4 | 99 | 9 | 100 | · | 99 | 1.6 | 102

From PubChem
